# HCT116 PTEN-null = suppresses growth of cells with PTEN deletion. HCT116 PTEN-null viability, CellTiter-Glo, 60 h; active compounds read low. viability, % at 10 µM. hit rate 1.2% among 140,000. AID 827;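 active means viability at or below a set limit, 4 SD under the median of all tested compounds, cut at about 3.7% in these data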;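 further: PTEN knockout HCT116 line with beta catenin targeted HCT116 as companion control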
# Yeast lifespan up = extends the lifespan of yeast. inhibition of the nicotinamide effect, % at 10 µM. S. cerevisiae growth with nicotinamide, OD615; deaD strain in restrictive glucose medium. hit rate 0.68% among 130,000;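 active means inhibition above a set limit, placed 3 SD over the median of all compounds, cut at about 26% in these data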;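 further: 0% = nicotinamide-treated wells and 100% = cells grown without nicotinamide; some compounds called inactive have numbers as strong as hits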
#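 Buffer or medium: CSMM-D glucose medium, restrictive; test system: modified budding yeast, DeaD strain; compound: single dose 10 µM compound, 0.25% DMSO; schedule: culture preincubation 4 h, compound exposure 48 h, both 30 °C; detection: optical density (absorbance) at 615 nm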
# Phagocyt inh = inhibitors of macrophage phagocytosis; J774A.1 macrophage IgG-bead phagocytosis, imaging; inhibition, % at 5 µM; hit rate 0.07% among 110,000;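 active means inhibition above the mean of the plate negative controls plus 5 SD, cut at about 13% in these data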;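 further: phagocytic index as fraction of beads internalized from green versus red external bead signal; plate controls were DMSO negative control for no effect and cytochalasin-D positive control for full effect; some results beyond the cut were filed as inactive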
# GALR2 blocker = antagonists of human galanin receptor 2 (GALR2); O43603; GALR2-expressing cells, antagonist mode; inhibition, % at 4 µM; hit rate 0.39% among 140,000; AID 828; in the data active means inhibition above about 27%;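 further: cells stimulated with galanin 1-16 at roughly its EC80; 0% = agonist challenge control and 100% = basal control without agonist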
# Target sequence (O43603 whole entry, looked up): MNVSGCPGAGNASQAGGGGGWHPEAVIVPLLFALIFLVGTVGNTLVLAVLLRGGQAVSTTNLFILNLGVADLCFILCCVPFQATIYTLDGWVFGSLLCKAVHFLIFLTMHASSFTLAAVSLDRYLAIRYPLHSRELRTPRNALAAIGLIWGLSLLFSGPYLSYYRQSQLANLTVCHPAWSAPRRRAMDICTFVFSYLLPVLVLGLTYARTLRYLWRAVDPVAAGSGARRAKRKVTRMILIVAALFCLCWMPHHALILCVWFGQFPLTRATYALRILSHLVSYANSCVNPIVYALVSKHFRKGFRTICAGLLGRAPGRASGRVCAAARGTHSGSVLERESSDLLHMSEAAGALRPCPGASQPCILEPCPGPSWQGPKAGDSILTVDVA
# MRP1 act = activates MRP-1 | hit rate 0.61% among 140,000 | viability increase, % at 10 µM | H69AR cells + doxorubicin, viability rescue, CellTiter-Glo;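 active means viability gain under doxorubicin at or above a set limit, the compound median plus 3 SD, cut at about 4.7% in these data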;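 further: MRP-1 overexpressing cells given doxorubicin 25 µM after compound pretreatment; 18-22 h compound pretreatment then 72 h with doxorubicin before readout; 0% = doxorubicin-only wells and 100% = vehicle-treated cells without doxorubicin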
# E-sel TNF inh = TNF alpha driven E-selectin expression inhibition | HUVEC TNFa-induced E-selectin immunofluorescence, high content | inhibition, % at 2 µM | hit rate 0.71% among 120,000;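 active means inhibition above the batch mean plus 3 SD, and confirmed as a hit on visual image review, cut at about 43% in these data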;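 further: 0% = TNF-stimulated DMSO wells and 100% = unstimulated control wells; not every result past the cut was called active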
# Yeast growth inh = yeast BB579 growth reduction in restrictive medium | S. cerevisiae BB579 growth, OD615, 48 h | inhibition, % at 10 µM | hit rate 0.51% among 140,000 | AID 804;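 active means inhibition above a set limit, 3 SD over the mean compound inhibition, cut at about 44% in these data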; further: inactives centre near -24
#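 Assay system – yeast BB579 (DeaD) · Dosing – single compound dose of 10 µM, 0.25% DMSO final · Detection – OD615 turbidity measurement · Buffer or medium – CSMM-D restrictive synthetic medium containing dextrose (glucose) · Benchmarks – positive control amphotericin B 10 µg/mL · Incubation – 48 h exposure, 30 °C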
# NPY-Y2 antag = antagonists of human neuropeptide Y receptor Y2. P49146. NPY-Y2 expressing cells, antagonist mode. inhibition, % at 2.7 µM. hit rate 0.99% among 140,000; in the data active means inhibition above about 17%;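 further: 0% = vehicle with agonist challenge and 100% = reference antagonist with challenge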
# Target sequence (P49146 whole entry, looked up): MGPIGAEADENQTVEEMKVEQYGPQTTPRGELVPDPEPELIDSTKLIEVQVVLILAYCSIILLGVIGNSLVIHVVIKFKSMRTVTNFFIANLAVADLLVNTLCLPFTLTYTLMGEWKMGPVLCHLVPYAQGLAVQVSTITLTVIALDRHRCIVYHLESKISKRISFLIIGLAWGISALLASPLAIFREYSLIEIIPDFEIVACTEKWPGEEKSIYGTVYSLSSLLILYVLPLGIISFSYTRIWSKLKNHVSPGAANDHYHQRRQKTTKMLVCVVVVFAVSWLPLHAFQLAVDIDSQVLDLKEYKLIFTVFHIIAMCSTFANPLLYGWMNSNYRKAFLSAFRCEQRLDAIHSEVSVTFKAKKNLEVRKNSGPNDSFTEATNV
# HCT116 bCat-KO = beta-catenin-lacking colon tumor cell growth suppression | HCT116 beta-catenin knockout viability, CellTiter-Glo, 60 h; active compounds read low | viability, % at 10 µM | hit rate 1.5% among 140,000 | AID 818;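 active means viability at or under a set limit, the compound median less 4 SD, cut at about 6% in these data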;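 further: 0% = Hyamine 1622 control at 20 µM and 100% = untreated cell control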
# Measles CPE = protection of cells from measles virus; Measles virus-infected cells, CPE protection, absorbance; protection (pct of control), % at 4 µM; hit rate 1.5% among 140,000; AID 841; in the data active means protection mostly above about 24%, no sharp cut-off; inactive means mostly below about 26%; further: some compounds called inactive have numbers as strong as hits
# The depositor's hits bear a star; . = no result given. No enrichment for hits; overall some 6.4% were active at least once.
cpd	smiles	HCT116 PTEN-null	Yeast lifespan up	Phagocyt inh	GALR2 blocker	MRP1 act	E-sel TNF inh	Yeast growth inh	NPY-Y2 antag	HCT116 bCat-KO	Measles CPE
1	CC(C)N(C1=N/C(=C\c2ccco2)C(=O)N1c1ccccc1)C(C)C	80	-27	0	4	-1.9	-36	-36	4	87	6
2	CCOC(=O)N1CCN(C(=O)c2ccc3c(=O)n(CC4CCCO4)c(=S)[nH]c3c2)CC1 (configuration not stated)	110	2	0	-6	-0.9	11	-32	2	82	14
3	CCn1c(CNC(=O)c2ccco2)nnc1SCC(=O)Nc1ccc(Br)cc1F	96	.	.	-2	0.7	-3	-35	1	90	19
4	Cc1ccc(-c2noc(CCC(=O)NCc3ccc4c(c3)OCO4)n2)cc1	96	-8	-2	-4	-3.5	.	-6	13	90	11
5	Cc1cccn2c(=O)c3cc(C(=O)NCC4CCCO4)c(=N)n(CCN4CCOCC4)c3nc12 (configuration not stated)	66	0	0	-2	-0.9	-1	-25	1	60	6
6	COc1ccc(C(=O)c2ccc(CC#N)s2)cc1	47	-11	-1	-1	-1.2	39	-42	0	49	13
7	COc1ccc(C2=NN(c3nc(-c4ccccc4)c(CC(=O)O)s3)C(c3ccco3)C2)cc1 (configuration not stated)	77	31*	-3	20	-0.7	.	-13	0	69	5
8	O=C(CN1CCCCC1)Nc1cccc2c1OCO2	90	0	-1	-11	-1.1	-5	-23	6	92	4
9	COC(=O)c1c(C)oc2ccc(N(C(=O)c3ccncc3)S(=O)(=O)c3ccccc3)cc12	62	-17	.	-8	-2.6	-7	-19	7	59	7
10	COc1ccc(CNC(=O)COC(=O)C2=COCCO2)cc1	107	-9	0	-7	0.9	10	0	0	95	3
11	Cc1cc(Oc2ccc(Br)cc2)nc(SCC(=O)c2ccccc2)n1	75	4	-3	13	-2.9	7	-64	39*	72	10
12	C=CCn1c(COc2ccc(CC)cc2)nnc1SCC(=O)NC1CCS(=O)(=O)C1 (configuration not stated)	99	-16	-1	9	0.6	12	-21	3	100	5
13	Cc1nc(Cc2nnc(SCc3nc(N)nc(Nc4ccccc4C)n3)o2)cs1	93	-17	0	5	-1.3	.	-5	2	122	3
14	CC(=O)c1c(C(C)=O)c(C)n(NC(=O)c2ccccc2O)c1C	98	-4	-1	13	-2.6	2	-10	0	97	16
15	CCOC(=O)CN1CC23C=CC(O2)C(C(=O)NC2CCCCCC2)C3C1=O (configuration not stated)	87	-8	0	2	-2.1	.	-23	1	96	8
16	CCN(CC)CCC(=O)NC(C)(C)Cc1ccc(O)cc1	101	-11	0	-2	-2.1	-5	11	2	97	17
17	O=C(NC(Cc1c[nH]c2ccccc12)C(=O)NCc1ccc(F)cc1)OCc1ccccc1 (configuration not stated)	96	-1	-6	-3	-2.0	.	-14	-1	86	4
18	C=CCNc1nc(NC(C)(C)CO)nc(OCC)n1	104	-10	6	2	-0.7	-27	-55	5	104	28
19	Cc1nnc2n(-c3ccccc3)c(=O)c3c4c(sc3n12)CC(C)CC4 (configuration not stated)	96	-20	2	4	-2.8	-13	-42	-2	105	12
20	Cc1ccc(C(c2nnnn2CCC(C)C)N2CCN(C)CC2)cc1 (configuration not stated)	99	-13	-1	-14	-2.7	1	-47	2	100	4
21	Cc1nc2c(C(=O)NCCC3=CCCCC3)c[nH]n2c(=O)c1Cl	95	-13	-1	7	-2.8	6	-4	5	90	2
22	CC(O)CNCCNCc1c(OCc2ccccc2)ccc2ccccc12 (configuration not stated)	38	-18	-1	4	-6.6	21	-11	38*	40	4
23	COc1cc(N=Cc2c(O)[nH]c3ccccc23)cc(OC)c1OC	45	-24	0	-11	-6.4	.	-31	3	40	2
24	CC(C)Cn1c(Br)nc2c1c(=O)n(CCC#N)c(=O)n2C	97	0	.	1	-2.3	14	25	4	91	8
25	CCOC(=O)c1sc(N(Cc2ccccc2)C(=O)CN2C(=O)CN(C)C2=O)nc1C	19	-33	.	10	-2.2	-3	-23	1	19	5
26	c1cc(C(c2nnnn2C2CCCC2)N2CCOCC2)ccn1 (configuration not stated)	115	-4	-1	-13	-0.1	-7	-51	2	95	1
27	O=C(O)CSc1c2c(nc3cc(C(=O)N4CCOCC4)ccc13)CCCC2	104	-17	.	-2	-1.4	-14	-3	2	97	7
28	Cc1nn(C(=O)N2CCOCC2)c(C)c1C	0.9*	.	.	3	-2.9	-34	3	-2	0.9*	5
29	CCCc1cc(Nc2cccc(OC)c2)n2ncnc2n1	89	2	-1	-1	-0.9	1	-32	4	88	10
30	O=C(CN(Cc1ccccc1)S(=O)(=O)c1ccccc1)NC1CC1	96	.	.	-1	-2.0	.	-1	-1	93	3

# 13 entries from above, set out differently:
# Every second line gives: HCT116 PTEN-null | Yeast lifespan up | Phagocyt inh | GALR2 blocker | MRP1 act | E-sel TNF inh | Yeast growth inh | NPY-Y2 antag | HCT116 bCat-KO | Measles CPE
1: CC(C)N(C1=N/C(=C\c2ccco2)C(=O)N1c1ccccc1)C(C)C
 : 80 | -27 | 0 | 4 | -1.9 | -36 | -36 | 4 | 87 | 6
2: CCOC(=O)N1CCN(C(=O)c2ccc3c(=O)n(CC4CCCO4)c(=S)[nH]c3c2)CC1 (configuration not stated)
 : 110 | 2 | 0 | -6 | -0.9 | 11 | -32 | 2 | 82 | 14
3: CCn1c(CNC(=O)c2ccco2)nnc1SCC(=O)Nc1ccc(Br)cc1F
 : 96 | . | . | -2 | 0.7 | -3 | -35 | 1 | 90 | 19
4: Cc1ccc(-c2noc(CCC(=O)NCc3ccc4c(c3)OCO4)n2)cc1
 : 96 | -8 | -2 | -4 | -3.5 | . | -6 | 13 | 90 | 11
5: Cc1cccn2c(=O)c3cc(C(=O)NCC4CCCO4)c(=N)n(CCN4CCOCC4)c3nc12 (configuration not stated)
 : 66 | 0 | 0 | -2 | -0.9 | -1 | -25 | 1 | 60 | 6
6: COc1ccc(C(=O)c2ccc(CC#N)s2)cc1
 : 47 | -11 | -1 | -1 | -1.2 | 39 | -42 | 0 | 49 | 13
7: COc1ccc(C2=NN(c3nc(-c4ccccc4)c(CC(=O)O)s3)C(c3ccco3)C2)cc1 (configuration not stated)
 : 77 | 31* | -3 | 20 | -0.7 | . | -13 | 0 | 69 | 5
8: O=C(CN1CCCCC1)Nc1cccc2c1OCO2
 : 90 | 0 | -1 | -11 | -1.1 | -5 | -23 | 6 | 92 | 4
9: COC(=O)c1c(C)oc2ccc(N(C(=O)c3ccncc3)S(=O)(=O)c3ccccc3)cc12
 : 62 | -17 | . | -8 | -2.6 | -7 | -19 | 7 | 59 | 7
10: COc1ccc(CNC(=O)COC(=O)C2=COCCO2)cc1
 : 107 | -9 | 0 | -7 | 0.9 | 10 | 0 | 0 | 95 | 3
11: Cc1cc(Oc2ccc(Br)cc2)nc(SCC(=O)c2ccccc2)n1
 : 75 | 4 | -3 | 13 | -2.9 | 7 | -64 | 39* | 72 | 10
12: C=CCn1c(COc2ccc(CC)cc2)nnc1SCC(=O)NC1CCS(=O)(=O)C1 (configuration not stated)
 : 99 | -16 | -1 | 9 | 0.6 | 12 | -21 | 3 | 100 | 5
13: Cc1nc(Cc2nnc(SCc3nc(N)nc(Nc4ccccc4C)n3)o2)cs1
 : 93 | -17 | 0 | 5 | -1.3 | . | -5 | 2 | 122 | 3

# Carrying on:
cpd	smiles	HCT116 PTEN-null	Yeast lifespan up	Phagocyt inh	GALR2 blocker	MRP1 act	E-sel TNF inh	Yeast growth inh	NPY-Y2 antag	HCT116 bCat-KO	Measles CPE
31	COc1cc(N2CCCC2)c(OC)cc1/C=C(/C#N)c1ccc(Br)cc1	83	-1	.	63*	-3.0	8	-24	4	86	2
32	COc1cc(CNCCO)ccc1OCC(=O)Nc1ccc(Br)cc1	102	-9	-1	1	-0.6	-40	-49	3	94	6
33	N#Cc1ccccc1Cn1c(-c2cscn2)nc2ccccc21	94	0	2	-8	-0.9	-6	-25	4	94	6
34	COc1cc(NS(=O)(=O)c2ccc(NC(=S)NC(=O)C3CCCC3)cc2)nc(OC)n1	104	-3	-2	-12	-0.4	.	4	4	107	31
35	CCC(=O)Nc1ccc(C(=O)n2ccc(C)n2)cc1	110	-12	0	-4	-0.8	-1	-12	-2	97	18
36	COCCCn1c(SCC(=O)OC2CCCCC2)nnc1-c1ccco1	97	-19	0	-7	-3.4	-17	-6	3	101	6
37	COc1cc(-c2cc(C(=O)Nc3ccc(S(=O)(=O)NCc4ccco4)cc3)c3ccccc3n2)cc(OC)c1OC	35	6	-7	23	-3.5	-22	-10	2	36	33
38	COc1cc(C)c(Cl)cc1S(=O)(=O)N(C)C	102	-8	0	7	-0.4	5	-21	2	91	9
39	CC(C)NS(=O)(=O)c1ccc(NC(=O)C2CCCCC2)cc1	87	-7	2	-1	-0.5	15	-35	1	83	5
40	COC(=O)c1[nH]c(C)c(/C(O)=C2\C(=O)C(=O)N(CCN(C)C)C2c2cc(OC)ccc2OC)c1C (configuration not stated)	76	-7	0	2	-0.5	-14	-11	0	74	6
41	O=C(OCn1ncc(Cl)c(Cl)c1=O)c1ccc(C(F)(F)F)cc1	4	26	.	34*	-7.7	1	-13	9	3.4*	5
42	COc1ccc(C2(CN(C(C)=O)C(C)=O)CCCC2)cc1OC	92	29	-1	-11	-1.2	4	-68	3	92	3
43	COc1ccc(-c2cn3cccnc3n2)cc1F	97	-9	-2	13	-0.4	.	-13	2	99	29*
44	COc1ccc(CCNC(=O)c2nnn(CC(=O)Nc3ccccc3)c2N)cc1OC	100	-19	.	-6	-2.3	.	-34	-1	120	22
45	CC1CN(S(=O)(=O)c2cccc(C(=O)OCC(=O)Nc3ccc4c(c3)OCO4)c2)CC(C)O1 (configuration not stated)	77	-1	0	5	-2.7	6	-39	0	81	1
46	CCn1c(Cc2cccs2)nnc1SCC(=O)Nc1ccc(OC)c(OC)c1	99	-11	-1	-4	-1.6	.	-50	0	83	16
47	CC1(C)CCCN(C(=O)c2coc(=O)c(Br)c2)C1	74	10	.	6	-5.9	.	-26	0	90	5
48	C/C(CCc1oc2ccccc2c1-c1ccc(C)o1)=N/O	90	-18	0	-8	-1.7	5	-24	3	96	3
